Source: PubChem (Broad Institute)
miR122 inh: miR-122 Renilla sensor signal increase in Huh7, primary screen, miR-122 inhibitor project, cell-based, single point, plate reader. hit rate 0.3% among 340,000. activation (reporter increase), % at 12.5 µM. Huh7 miR-122 Renilla luciferase sensor, 48 h; neutral wells = 0, positive control = 100;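 active = mean replicate activation score at least 90 and every replicate individually at or above 90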;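 note: higher luciferase means less miR-122 activity so hits act as miR-122 inhibitors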
Cneo AK release: Cryptococcus neoformans cell lysis inducers, primary screen, AK release luminescence, single concentration; lysis activity, % at 15 µM; AID 651654, 2012; hit rate 0.2% among 360,000; C. neoformans lysis, adenylate kinase release luminescence, 4 h; normalised: neutral wells 0, clomiphene wells 100;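 active = mean lysis activity across replicates of at least 80%, whatever share of replicates individually reach that level; inactive = mean lysis activity below 80%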
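Material – log-phase Cryptococcus neoformans yeast cells · Input – 5 × 10^6 yeast cells/mL · Medium – fresh YPD growth medium · Doses – single compound concentration per well · Timing – static 4 h at 37 °C with compound, 1 h detection · Detection – adenylate kinase release luminescence · Read-out – signal increase indicating cell lysis · Control set – Clomiphene as positive lysis control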
Statin myotox sup: suppressors of statin myotoxicity in C2C12 myotubes, primary screen, cell-based, single point, plate reader. C2C12 myotubes + simvastatin, ATP luminescence, 48 h; scaled: DMSO 0, geranylgeraniol control 100. rescue of ATP level, % at 7.49 µM. hit rate 0.78% among 330,000;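 active = mean ATP rescue above about 67%, or every replicate alone reaching that limit, limit read from the data, passing the limit was not always enough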;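 note: myotubes were challenged with 10 µM simvastatin during compound exposure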
esBAF inh: Bmi1 luciferase reporter increase in mESCs, primary screen, esBAF inhibitor project, mouse ES cells, Bmi1 luciferase knock-in, single point | 24 h; 100% = twice the neutral-well signal | reporter increase, % at 12.5 µM | hit rate 2% among 350,000 | AID 602393, 2012; in the data active = activation above about 40%;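 note: 0% = median of the plate's neutral control wells and 100% = double that signal; a rise in the Bmi1 reporter signal indicates esBAF inhibition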
ERp5 block: inhibitors of ERp5-driven insulin aggregation, primary screen, biochemical, turbidity, absorbance 650 nm, single point. 90 min. inhibition, % at 9.99 µM. hit rate 0.05% among 350,000. AID 651711, 2012;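 active = mean replicate inhibition above about 25%, with every replicate also reaching it, limit read from the data, passing the limit was not always enough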
Target sequence (Q15084 whole entry, looked up): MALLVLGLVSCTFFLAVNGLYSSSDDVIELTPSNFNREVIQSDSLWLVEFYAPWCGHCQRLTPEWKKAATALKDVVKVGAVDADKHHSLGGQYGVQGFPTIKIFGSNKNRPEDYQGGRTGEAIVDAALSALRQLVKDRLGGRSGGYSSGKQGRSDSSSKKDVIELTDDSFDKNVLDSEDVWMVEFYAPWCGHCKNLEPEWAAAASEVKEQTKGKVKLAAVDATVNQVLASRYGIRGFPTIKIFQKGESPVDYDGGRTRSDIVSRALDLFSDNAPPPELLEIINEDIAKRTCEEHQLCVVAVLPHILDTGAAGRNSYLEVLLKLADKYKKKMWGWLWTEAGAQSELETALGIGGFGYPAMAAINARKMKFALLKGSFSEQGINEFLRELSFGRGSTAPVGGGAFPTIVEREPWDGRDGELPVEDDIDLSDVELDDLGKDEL
ARNT-TACC3 inh: disruptors of ARNT/TACC3 protein interaction, primary screen, biochemical, AlphaScreen, single concentration. Transforming acidic coiled-coil-containing protein 3 (Homo sapiens), Q9Y6A5. AlphaScreen His-ARNT PAS-B/GST-TACC3 binding, luminescence; TACC3 fragment carries E629A point mutation. inhibition, % at 9.99 µM. hit rate 0.66% among 390,000. AID 623870, 2012;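 active = mean inhibition of replicates at least 50% and at least half of replicates each reaching 50%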;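 note: 0% = complete ARNT plus TACC3 wells and 100% = ARNT alone without TACC3; many hits fall short of the cut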
SIRT5 block: SIRT5 desuccinylase inhibitors, primary screen, biochemical, fluorescence imaging, single point, set 5 | inhibition, % at 15 µM | hit rate 1.1% among 330,000 | AID 652115, 2013 | Purified SirT5, succinyl-peptide AMC, trypsin-coupled fluorescence | NAD-dependent protein deacylase sirtuin-5, mitochondrial (Homo sapiens), Q9NXA8; in the data active = inhibition above about 15%
Target sequence (Q9NXA8 whole entry, looked up): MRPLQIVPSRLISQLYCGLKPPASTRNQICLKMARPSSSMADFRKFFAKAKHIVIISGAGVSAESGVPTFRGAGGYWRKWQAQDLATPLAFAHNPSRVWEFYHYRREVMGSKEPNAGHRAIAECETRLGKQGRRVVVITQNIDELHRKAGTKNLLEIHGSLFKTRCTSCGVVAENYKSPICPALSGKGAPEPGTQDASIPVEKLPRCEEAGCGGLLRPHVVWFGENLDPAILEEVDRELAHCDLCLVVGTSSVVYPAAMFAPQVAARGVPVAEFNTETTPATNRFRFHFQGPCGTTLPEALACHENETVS
* marks the source's active call; other numbers are inactive results; [ ] = another dose, or the depositor's remark.

`Cc1csc(=O)n1CC(=O)OCC(=O)NNC(=O)c1ccccc1` gave Cneo AK release 27, Statin myotox sup 3, esBAF inh -2, ERp5 block 5, ARNT-TACC3 inh -1 and SIRT5 block -4.
Screening Cc1ccc(S(=O)(=O)N[C@H]2CC[C@@H](CCn3cc(C4CCCC4)nn3)O[C@@H]2CO)cc1 returned miR122 inh -6[16.7 µM], Cneo AK release -2, Statin myotox sup -5, esBAF inh 1, ERp5 block -2, ARNT-TACC3 inh -12 and SIRT5 block 10.
`C[C@H](CO)N1C[C@H](C)[C@@H](CN(C)C(=O)CC2CC2)Oc2cc(C#C[C@@H](C)O)ccc2S1(=O)=O` gave miR122 inh 2[16.7 µM], Cneo AK release 7, Statin myotox sup 14, esBAF inh 1, ERp5 block 4, ARNT-TACC3 inh -7 and SIRT5 block -1.
`Cc1ccc(NC(=O)CCc2c(C)[nH]c(=O)c(C#N)c2C)cc1` gave miR122 inh -9, Statin myotox sup -6, esBAF inh 2, ERp5 block 2, ARNT-TACC3 inh 4 and SIRT5 block 8.
For O=C(NN1C(=O)/C(=C\c2cccnc2)SC1=S)c1ccco1 the results were ERp5 block -3, ARNT-TACC3 inh 26 and SIRT5 block 1.
Screening Cc1ccc(-c2nnc(Nc3ccc(C(=O)N(C)C)cc3)c3ccccc23)cc1S(=O)(=O)NC(C)(C)CO returned ERp5 block 3, ARNT-TACC3 inh 2 and SIRT5 block 4.
CCN(CC)C(=O)c1[nH]cnc1C(=O)Nc1ccccc1F was read as miR122 inh -3, Cneo AK release -1, Statin myotox sup 2, esBAF inh -6, ERp5 block -4 and SIRT5 block -3.
Screening S=C(NCCCc1ccccc1)Nc1ccccc1 returned miR122 inh 8, Cneo AK release 104*, Statin myotox sup -33, esBAF inh 4, ERp5 block 9, ARNT-TACC3 inh 0 and SIRT5 block -3.
Screening COc1ncc(-c2cccc3nccn23)c(OC)n1 returned miR122 inh -1, Cneo AK release 4, Statin myotox sup -4, esBAF inh -14 and ERp5 block -3.
Screening Cc1cccn2c(=O)c3cc(C(=O)N4c5ccccc5CC4C)n(C)c3nc12 (stereo not drawn) returned miR122 inh -1, Cneo AK release 0, Statin myotox sup 0, esBAF inh -1 and ARNT-TACC3 inh -1.
Screening O=C(CCN1CCCCC1)c1ccccc1 returned miR122 inh -6, Cneo AK release -1, Statin myotox sup -14, esBAF inh -6, ERp5 block 6, ARNT-TACC3 inh -5 and SIRT5 block 11.
Screening O=C(CSC1=NS(=O)(=O)c2cc(F)ccc2N1)Nc1ccccc1F returned ERp5 block -3, ARNT-TACC3 inh -20 and SIRT5 block -3.
For Cc1oc(-c2ccccc2F)nc1CN1CCC(C(=O)NCc2ccco2)CC1 the results were miR122 inh 0, Cneo AK release -4, Statin myotox sup 4, esBAF inh 16 and ARNT-TACC3 inh 4.
`CCOC(=O)C(CCCCCOc1ccc([N+](=O)[O-])cc1)C(=O)OCC` gave miR122 inh -8, Cneo AK release 1, Statin myotox sup -13, esBAF inh -2 and ARNT-TACC3 inh 3.
`CCP(=O)(c1cccc([N+](=O)[O-])c1)c1cccc([N+](=O)[O-])c1` gave ERp5 block 2, ARNT-TACC3 inh 8 and SIRT5 block 0.
COc1cc(C(=O)NCC(C)C)c([N+](=O)[O-])cc1OC was read as miR122 inh -12, Cneo AK release 2, Statin myotox sup 9, esBAF inh 1 and ARNT-TACC3 inh -6.
For CN(/N=C/c1c[nH]c2ccccc12)c1cnn(-c2ccc(F)c(Cl)c2)c(=O)c1Cl the results were miR122 inh -3, Cneo AK release 2, Statin myotox sup -5, esBAF inh 8 and ARNT-TACC3 inh -1.
For CCCN1[C@@H]2Cn3c(ccc(-c4ccccc4)c3=O)[C@H]1[C@@H](C(=O)NCCCN1CCOCC1)[C@@H]2CO the results were miR122 inh -3[16.7 µM], Cneo AK release 4, Statin myotox sup -9, esBAF inh 1, ERp5 block -8, ARNT-TACC3 inh -2 and SIRT5 block -4.
Screening CCCS(=O)(=O)NC(=O)C1(C)CCCN(C(=O)Cc2ccc3ccccc3c2)C1 (stereo not drawn) returned miR122 inh 0, Cneo AK release -1, Statin myotox sup 7, esBAF inh -3, ERp5 block -3 and SIRT5 block -4.
`CCCCn1c(N)c(N(CC)C(=O)c2ccc(-c3ccc(Cl)cc3)o2)c(=O)[nH]c1=O` gave Cneo AK release 1, Statin myotox sup 0, esBAF inh 12, ERp5 block 2, ARNT-TACC3 inh 0 and SIRT5 block -5.
Cc1cccc(SCc2noc(C(=O)NC(C)C)c2C(=O)O)c1 was read as miR122 inh -6, Cneo AK release -1, Statin myotox sup 3, esBAF inh -2, ERp5 block -2, ARNT-TACC3 inh -2 and SIRT5 block -3.
Screening Cn1c(=O)n(CCOc2ccc([N+](=O)[O-])cc2)c2ccccc21 returned miR122 inh 5, Cneo AK release 0, ERp5 block 0, ARNT-TACC3 inh -6 and SIRT5 block -2.
COc1ccc(C(=O)NC(C)c2nnc(SCC(=O)Nc3nc(C)cs3)n2C)cc1 (stereo not drawn) was read as miR122 inh -1, Cneo AK release 3, Statin myotox sup -25, esBAF inh 17 and ARNT-TACC3 inh 0.
Cc1ccc(N2C(=O)S/C(=C/c3cn(C)c4ccccc34)C2=O)cc1 was read as ERp5 block 0, ARNT-TACC3 inh -4 and SIRT5 block -2.
Screening CC(=O)C1CCN(Cc2ccccc2)CC1 returned miR122 inh 4, Cneo AK release -1, Statin myotox sup -1, esBAF inh 0 and ARNT-TACC3 inh -33.
Cc1noc(C)c1S(=O)(=O)Nc1ccc2c(c1)C(=O)N([C@@H](C)CO)C[C@H](C)[C@H](CN(C)C(=O)CCCN(C)C)OCCCC[C@H](C)O2 was read as miR122 inh 5[16.7 µM], Cneo AK release -11, esBAF inh -3 and ARNT-TACC3 inh -3.
For C[C@H](CO)N1C[C@H](C)[C@H](CN(C)C(=O)Nc2cccc3ccccc23)Oc2ccc(NC(=O)NC3CCCCC3)cc2CC1=O the results were miR122 inh -1[16.7 µM], Cneo AK release 2, Statin myotox sup 16, esBAF inh 3, ERp5 block -1, ARNT-TACC3 inh -2 and SIRT5 block 6.
`CCCC#Cc1ccc2c(c1)O[C@H](CN(C)C(=O)C1CCC1)[C@H](C)CN([C@@H](C)CO)S2(=O)=O` gave miR122 inh -12[16.7 µM], Cneo AK release 1, Statin myotox sup -12, esBAF inh -7, ERp5 block -1, ARNT-TACC3 inh -3 and SIRT5 block 1.
For Cc1nnc(N2CCC(C(=O)N3CCCCCC3)CC2)c2nn(-c3ccc(Cl)cc3)c(C)c12 the results were Cneo AK release 3, Statin myotox sup -14, esBAF inh 10, ERp5 block -3, ARNT-TACC3 inh 2 and SIRT5 block 1.
`Oc1c(CN2CCCC2)cc(COCc2ccccc2)c2cccnc12` gave Cneo AK release -1, Statin myotox sup -149, esBAF inh -42, ERp5 block 4 and ARNT-TACC3 inh 65*.
Screening C[C@@H]1CN([C@H](C)CO)C(=O)c2cc(NC(=O)NC3CCCCC3)ccc2O[C@@H]1CN(C)Cc1ccncc1 returned miR122 inh -2[16.7 µM], Cneo AK release -4, Statin myotox sup -5, esBAF inh 1, ERp5 block 2, ARNT-TACC3 inh 3 and SIRT5 block -2.
For CCOc1ccc(N(CC(=O)Nc2nccs2)S(=O)(=O)c2c(C)noc2C)cc1 the results were miR122 inh 5, Cneo AK release -3, Statin myotox sup 11, esBAF inh 9, ERp5 block 1 and ARNT-TACC3 inh 4.
For CN(Cc1cccs1)C(=O)CCCc1c[nH]c2ccccc12 the results were ERp5 block 2, ARNT-TACC3 inh 3 and SIRT5 block -6.
Screening CCN(CC)S(=O)(=O)c1ccc(C(=O)NCC(=O)N/N=C/c2ccccc2OC)cc1 returned miR122 inh 0, Cneo AK release -4, Statin myotox sup 0, esBAF inh -6, ERp5 block 7, ARNT-TACC3 inh 14 and SIRT5 block 2.
For C[C@@H]1CCCCO[C@@H](CN(C)C(=O)CCCN(C)C)[C@@H](C)CN([C@@H](C)CO)C(=O)c2cc(NS(=O)(=O)c3ccccc3)ccc2O1 the results were miR122 inh 5[16.7 µM], Cneo AK release 0, esBAF inh -7, ERp5 block 1, ARNT-TACC3 inh -5 and SIRT5 block -5.
Screening Cc1cccc(CNC(=O)C2CCC(=O)N(CCc3cccc(F)c3)C2)n1 (stereo not drawn) returned miR122 inh -9, Cneo AK release -1, Statin myotox sup 4, esBAF inh 2, ERp5 block 1, ARNT-TACC3 inh -3 and SIRT5 block -1.
`COc1cc(C2NCCc3c2[nH]c2ccccc32)ccc1OC(C)C` (stereo not drawn) gave Cneo AK release 1, esBAF inh -3, ERp5 block 1, ARNT-TACC3 inh 6 and SIRT5 block -1.
O=C(c1cccc(Cl)c1)C1CCCN(S(=O)(=O)c2ccccc2)C1 (stereo not drawn) was read as Cneo AK release 1, Statin myotox sup 8, esBAF inh 1, ERp5 block -3, ARNT-TACC3 inh 3 and SIRT5 block 1.
Screening Cc1ccc(S(=O)(=O)Nc2ccc3c(c2)C(=O)N([C@@H](C)CO)C[C@H](C)[C@@H](CN(C)C(=O)NC(C)C)OCCCC[C@H](C)O3)cc1 returned miR122 inh -2[16.7 µM], Cneo AK release 1, esBAF inh 2, ERp5 block -1, ARNT-TACC3 inh -15 and SIRT5 block 6.
O=C1NC(=O)c2cc(NC(=O)C3CCCCC3)ccc21 was read as miR122 inh -1, Cneo AK release 0, Statin myotox sup 1, esBAF inh 4, ERp5 block -3, ARNT-TACC3 inh -6 and SIRT5 block -1.
For C=CCn1c(SCC(=O)Nc2nccs2)nnc1-c1ccco1 the results were miR122 inh -2, Cneo AK release 1 and ARNT-TACC3 inh 0.
`Cc1nc(Nc2ccc(F)cc2)nc(Nc2ccc(F)cc2)c1[N+](=O)[O-]` gave ERp5 block -5, ARNT-TACC3 inh -2 and SIRT5 block -3.
`C/C(=N\NC(=O)CNc1cccc(Cl)c1C)C1CC1` gave ERp5 block -11, ARNT-TACC3 inh 7 and SIRT5 block -3.
For COc1cccc(S(=O)(=O)Nc2ccc(C(O)(C(F)(F)F)C(F)(F)F)cc2)c1 the results were miR122 inh 129*, Cneo AK release 0, Statin myotox sup 5, esBAF inh -3, ERp5 block 1 and SIRT5 block -3.
CCc1ccc(OCC(=O)Nc2ccc3c(c2)OCCO3)cc1 was read as miR122 inh -6, Cneo AK release -5, Statin myotox sup -1, esBAF inh -3, ERp5 block -3, ARNT-TACC3 inh -2 and SIRT5 block 2.
`C[C@H]1CN([C@@H](C)CO)S(=O)(=O)c2ccc(C#CC(C)(C)O)cc2O[C@H]1CN(C)C(=O)CN(C)C` gave miR122 inh -9[16.7 µM], Cneo AK release -4, Statin myotox sup 9, esBAF inh 3, ERp5 block 1, ARNT-TACC3 inh -3 and SIRT5 block 5.
For COc1ccc(Cl)cc1NC(=O)c1c(-c2ccccc2)noc1C the results were miR122 inh -7, Cneo AK release -2, Statin myotox sup -7, esBAF inh -8 and ARNT-TACC3 inh -4.

Fetched by structure from above:
`COc1cc(C2NCCc3c2[nH]c2ccccc32)ccc1OC(C)C` (stereo not drawn) gave Cneo AK release 1, esBAF inh -3, ERp5 block 1, ARNT-TACC3 inh 6 and SIRT5 block -1.
For C=CCn1c(SCC(=O)Nc2nccs2)nnc1-c1ccco1 the results were miR122 inh -2, Cneo AK release 1 and ARNT-TACC3 inh 0.
